LEDGF integ inh: blocks HIV-1 LEDGF/p75-dependent DNA integration. 370,000 tested, 0.64% active. inhibition, % at 3.7 µM. TR-FRET IN-LEDGF/p75 DNA integration, Eu/Cy5. AID 743269;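 active = inhibition above the screen-wide mean plus 3 SD, cut at about 13% in these data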;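 also: signal is the Cy5 over europium emission ratio at 671 and 618 nm; 0% = plate median of compound wells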
TCR CD3 inh: blocks the human TCR-CD3 interaction. inhibition, % at 9.4 µM. 360,000 tested, 0.37% active. TAMRA-labeled TCR probe fluorescence, biochemical; in the data active = inhibition above about 19%;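 also: recombinant mutant TCR 2C K166C tagged with TAMRA read by polarization; 0% = receptor in buffer alone and 100% = receptor with positive control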
HTRA1 inh: blocks human HTRA1 serine peptidase; Q92743; recombinant HTRA1, FP-rhodamine activity-based probe, fluorescence polarization; inhibition, % at 5.96 µM; 340,000 tested, 0.5% active; in the data active = inhibition above about 36%;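 also: 0% = enzyme with DMSO and 100% = wells lacking enzyme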
Target sequence (Q92743 whole entry, looked up): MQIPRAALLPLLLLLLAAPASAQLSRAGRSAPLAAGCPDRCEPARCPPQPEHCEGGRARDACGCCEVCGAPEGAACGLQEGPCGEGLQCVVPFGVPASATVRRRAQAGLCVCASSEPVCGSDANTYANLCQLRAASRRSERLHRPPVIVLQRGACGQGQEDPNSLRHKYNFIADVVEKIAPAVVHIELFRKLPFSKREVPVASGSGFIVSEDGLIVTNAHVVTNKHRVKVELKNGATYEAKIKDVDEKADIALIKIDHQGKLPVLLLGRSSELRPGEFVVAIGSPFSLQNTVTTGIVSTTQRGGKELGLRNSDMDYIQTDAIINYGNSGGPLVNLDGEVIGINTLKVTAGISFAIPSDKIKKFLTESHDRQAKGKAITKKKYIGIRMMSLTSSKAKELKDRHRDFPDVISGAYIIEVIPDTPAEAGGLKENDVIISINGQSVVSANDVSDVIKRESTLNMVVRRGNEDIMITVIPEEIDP
PRMT1 FP inh: blocks human protein arginine methyltransferase 1. Q99873. inhibition, % at 2.79 µM. 370,000 tested, 1.3% active. AID 652257. recombinant PRMT1, activity-based probe fluorescence polarization;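 active = inhibition above about 21% made by adding two undisclosed values, limit read from the data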
PG9 Ab binder: small molecules binding HIV-1 gp120 antibody PG9 | 360,000 tested, 0.43% active | TR-FRET gp120-PG9 antibody binding | inhibition, % at 6.7 µM | AID 624416; in the data active = inhibition above about 8.5%
SIAE inh: inhibitors of human sialic acid acetylesterase SIAE | SIAE FP-Rh probe binding, fluorescence polarization | AID 1053197 | inhibition, % at 9.66 µM | Q9HAT2 | 370,000 tested, 0.69% active;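 active = inhibition above a cutoff: mean of compounds within the control limits plus 3 SD of those, cut at about 17% in these data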;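 also: 0% = plate median of compound wells and 100% = probe without SIAE protein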
TDP2 inh: TDP2 (human) inhibition, absorbance primary screen. O95551. recombinant TDP2, T5PNP hydrolysis, p-nitrophenol absorbance 415 nm. inhibition, % at 12.8 µM. 370,000 tested, 0.34% active;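 active = inhibition above the mean of all tested compounds plus 3 SD, set per campaign, cut at about 25% in these data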;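 also: 0% = DMSO with enzyme and 100% = buffer with substrate but no TDP2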
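Test system: human TDP2 enzyme; Input: 120 nM TDP2 per well; Buffer or medium: Mg2+-containing Tris-HCl buffer, pH 7.5; Reagent: 5 mM T5PNP; Dosing: 12.8 µM single point, 1% DMSO; Incubation: reaction 2 h, 37 °C; Detection: p-Nitrophenol epi absorbance; Read-out: % inhibition relative to enzyme-containing and enzyme-free wells; Replicates: single well per compound.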
rCAG binder: r(CAG) repeat RNA binding | TO-PRO-1 dye displacement fluorescence | inhibition, % at 3 µM | 370,000 tested, 1.3% active;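 active = inhibition above the plate cutoff, the mean of all test compounds on that plate plus 3 SD, cut at about 35% in these data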;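 also: 0% = DMSO alone and 100% = 100 µM mitoxantrone as full dye displacement; higher means more dye released from RNA so lower well fluorescence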
ABHD4 inh: inhibitors of mouse ABHD4; Q8VD66; inhibition, % at 8.92 µM; purified mABHD4, FP-Rh probe fluorescence polarization; 370,000 tested, 0.54% active;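 active = inhibition exceeding the mean over every tested compound plus 3 SD, cut at about 30% in these data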;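 also: 0% = plate median of compound wells and 100% = S159A mutant with DMSO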
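Doses – 8.92 µM, single dose · Material – wild-type mouse ABHD4 protein · Replication – single well per compound (singlicate) · Measure – percent inhibition of probe binding, normalized to plate controls · Schedule – 45 min compound pre-incubation plus 60 min probe step, 25 °C · Detection – fluorescence polarization with parallel and perpendicular emission, 525/598 nm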
NR1D1 modulator: modulators of human Rev-erb alpha DNA binding; 370,000 tested, 0.79% active; Rev-erbα–FITC-DNA binding, fluorescence polarization, 90 min; AID 1259318; activity, % at 10 µM;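 active = activity above about 14%, limit read from the data; passing the limit was not always enough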;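 also: 0% = DMSO wells with 35 nM protein and 100% = DMSO wells with 750 nM protein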
Target sequence (P20393 whole entry, looked up): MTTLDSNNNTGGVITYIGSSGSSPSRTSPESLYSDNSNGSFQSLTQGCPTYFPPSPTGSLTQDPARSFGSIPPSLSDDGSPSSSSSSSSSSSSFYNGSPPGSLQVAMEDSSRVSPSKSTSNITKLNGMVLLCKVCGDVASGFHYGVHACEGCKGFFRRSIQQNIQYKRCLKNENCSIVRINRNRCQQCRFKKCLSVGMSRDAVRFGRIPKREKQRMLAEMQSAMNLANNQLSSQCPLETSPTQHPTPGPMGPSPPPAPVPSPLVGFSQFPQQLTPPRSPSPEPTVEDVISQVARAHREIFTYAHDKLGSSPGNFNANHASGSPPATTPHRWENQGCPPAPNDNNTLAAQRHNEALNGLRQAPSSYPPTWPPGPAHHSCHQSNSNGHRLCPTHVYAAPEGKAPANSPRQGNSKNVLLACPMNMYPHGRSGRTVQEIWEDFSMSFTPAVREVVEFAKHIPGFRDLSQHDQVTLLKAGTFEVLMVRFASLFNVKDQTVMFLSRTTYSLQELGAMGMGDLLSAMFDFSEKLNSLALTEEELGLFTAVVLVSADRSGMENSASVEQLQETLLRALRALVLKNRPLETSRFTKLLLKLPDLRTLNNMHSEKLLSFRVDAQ
* = called active by the depositor; . = no result given. These rows are one share of the data (hit frequency here may not be typical).

nr | Molecule | LEDGF integ inh | TCR CD3 inh | HTRA1 inh | PRMT1 FP inh | PG9 Ab binder | SIAE inh | TDP2 inh | rCAG binder | ABHD4 inh | NR1D1 modulator
1 | CCCCN(C(=O)c1sc2nc3n(c(=O)c2c1C)CCC3)c1c(N)n(CC(C)C)c(=O)[nH]c1=O | -2.4 | 0.9 | -0.7 | 2.8 | 1.4 | 2.0 | 5.1 | -2.0 | 6.0 | 4.7
2 | O=C(CCS(=O)(=O)c1ccc(Br)cc1)Nc1ccccc1Cl | -2.6 | 2.9 | 0.1 | -1.9 | -0.8 | -4.4 | 1.2 | -1.9 | 2.1 | -0.7
3 | Cc1c(OCC(N)=O)ccc2c(-c3ccccc3)cc(=O)oc12 | 1.8 | 2.5 | -2.4 | 0.2 | -0.6 | 2.6 | 13.8 | -1.0 | -1.9 | -2.5
4 | Cn1c(NC(=O)c2ccc(Cl)cc2)c(-c2ccccn2)c(=O)c2ccccc21 | -2.7 | 2.8 | 4.6 | -1.4 | 6.7 | 7.8 | 7.2 | -1.3 | -3.3 | 3.2
5 | CCOC(=O)c1csc(NC(=O)COc2ccc(Cl)cc2Cl)n1 | -1.0 | -8.1 | -28.5 | 2.5 | -0.5 | 8.1 | -2.0 | 0.0 | -12.6 | -2.0
6 | O=C(CSc1cccc[n+]1[O-])NC1CCCCC1 | -7.7 | -2.0 | 8.0 | 2.9 | -0.1 | 0.5 | 0.8 | -0.6 | 9.3 | -0.5
7 | COc1ccccc1NS(=O)(=O)c1cc(C(=O)NC2CC(C)(C)NC(C)(C)C2)ccc1Cl | -5.3 | -3.1 | 5.2 | 7.7 | 1.1 | -1.9 | 6.7 | 8.2 | 5.8 | -0.8
8 | CCOC(=O)C1=C(C)N(c2ccc(C)cc2)C(=O)/C1=C\c1cccs1 | 58.3* | 0.4 | -1.5 | -0.1 | -0.7 | 1.9 | -12.1 | 0.8 | 5.9 | -5.7
9 | O=C1CCC(O)CCN1CCSc1ccccc1 (stereo unspecified) | 0.1 | 10.5 | -6.9 | -4.1 | -0.6 | -7.2 | 8.4 | 0.5 | 2.9 | -3.3
10 | Cc1ccc2cc(CNC[C@H]3O[C@@H](n4cc(C)c(=O)[nH]c4=O)C[C@@H]3O)c(N3CCOCC3)nc2c1 | 2.9 | -1.4 | 3.8 | -3.6 | 0.4 | 4.4 | 3.5 | -0.4 | -0.5 | 2.0
11 | O=C1CN(C(=O)CN2C(=O)NC3(CCCCC3)C2=O)c2ccccc2N1 | 0.5 | 0.4 | 5.0 | 0.7 | -0.6 | -4.7 | 4.9 | 3.7 | 3.1 | 0.6
12 | O=C(CN1C(=O)c2ccccc2S1(=O)=O)NCc1ccccc1Cl | -1.5 | -2.2 | 2.3 | 0.1 | -1.2 | -2.3 | 5.1 | 0.0 | 6.6 | -9.0
13 | CCOC(=O)c1cnc2c(cnn2C)c1NCCC(O)C(F)(F)F (stereo unspecified) | -3.9 | 9.0 | 3.5 | 1.9 | 0.5 | 3.2 | -2.0 | -6.9 | -3.3 | -1.1
14 | CNC(=O)C1C2C=CC3(O2)C1C(=O)N(C1CC1)C3C(=O)NCc1ccc(OC)cc1 (stereo unspecified) | 0.9 | -1.1 | -2.3 | -2.5 | 0.6 | -0.5 | 6.1 | 0.7 | 3.0 | 0.7
15 | CN(C(=O)COC(=O)C1CCN(S(=O)(=O)c2c(Cl)cccc2Cl)CC1)C1CCS(=O)(=O)C1 (stereo unspecified) | -1.1 | -3.9 | 9.2 | 3.7 | 2.0 | 5.2 | -8.1 | 4.5 | -8.3 | 1.0
16 | Cc1ccc2nc(N3C(=O)C(O)=C(C(=O)c4ccc(C)o4)C3c3cccc(O)c3)sc2c1 (stereo unspecified) | -2.3 | 1.2 | -14.1 | 4.0 | -0.1 | -12.2 | -2.9 | 69.5* | -16.2 | -4.9
17 | Cc1ccc(NC(=O)N2N=C(c3ccc(F)cc3)CC2c2ccc(F)cc2)cc1 (stereo unspecified) | -1.6 | 6.8 | -24.9 | -1.6 | -1.1 | -3.5 | 7.0 | 2.3 | -2.2 | 2.7
18 | CCCCn1c(N)c(N(Cc2ccccc2OC)C(=O)CCC(C)C)c(=O)[nH]c1=O | -0.8 | 9.1 | 2.1 | -1.8 | -0.1 | 3.2 | 9.4 | -3.1 | 8.8 | 1.1
19 | CSc1nnc(C)c(/C=C/NOCc2ccc(Cl)cc2)n1 | -0.4 | 8.2 | -2.5 | 1.5 | 0.3 | 18.5* | 6.3 | -2.7 | 5.0 | -2.2
20 | CCOC(=O)COc1ccc(Br)cc1/C=C1\SC(N)=NC1=O | -0.2 | 4.1 | -7.6 | 0.4 | -0.4 | 1.0 | -6.1 | 14.7 | -1.4 | -5.0
21 | COc1cc2c(cc1OC)CN(C(=O)c1ccc(-c3ccccc3)cc1)CC2 | 2.9 | -0.8 | -28.6 | -2.1 | 0.6 | 6.4 | -21.9 | -0.3 | -8.8 | -0.6
22 | CCOC(=O)c1c(NC(=O)C2CCCCC2)sc2c1CCN(C(C)C)C2 | 0.1 | -4.9 | -9.0 | 4.1 | 1.2 | 3.0 | -1.7 | -3.1 | 4.7 | 3.6
23 | Cc1[nH][nH]c(=O)c1C(c1ccc2c(c1)OCO2)c1c(C)[nH][nH]c1=O | 2.0 | 11.9 | -1.5 | -0.4 | -1.2 | 6.2 | 10.7 | 2.1 | 1.8 | -2.5
24 | COc1cc(C)c(S(=O)(=O)NCc2ccc3c(c2)OCO3)cc1C | -3.1 | -12.5 | -5.7 | -0.7 | -2.1 | -3.3 | 9.1 | 0.3 | -12.8 | 3.6
25 | CC(C)(C)C(=O)OC12CCCN(C1)/C(=C/c1ccncc1)C2 (stereo unspecified) | 3.8 | . | . | 0.1 | . | -6.5 | -3.4 | -1.2 | -0.1 | 1.6
26 | COc1cccc(C2C(=O)c3ccccc3C2=O)c1 | -2.5 | -3.1 | . | 2.0 | -0.6 | 0.9 | 1.2 | 3.3 | 1.3 | 2.3
27 | Cn1c(CSc2nnc(SCc3ccccc3)s2)nc2ccccc21 | 2.2 | 1.5 | -10.3 | -2.8 | -1.6 | -8.3 | -21.5 | -3.9 | -28.3 | -5.7
28 | CNC(=O)CSc1n[nH]c(-c2cc(Cl)ccc2OC)n1 | -8.7 | -3.9 | -1.1 | 4.1 | -0.1 | -7.0 | 2.3 | -1.6 | 1.0 | 4.1
29 | O=C(NCc1ccccc1F)C1CCCN(S(=O)(=O)N2CCOCC2)C1 (stereo unspecified) | -0.9 | -4.2 | -0.4 | -1.9 | -0.3 | 14.6 | 6.4 | -2.2 | -2.0 | 4.2
30 | C/C(CCc1ccccc1)=N/NC(=O)C(=O)NCc1ccccc1 | 5.3 | 6.0 | 1.3 | -0.5 | 1.3 | -3.8 | 0.5 | -0.9 | 4.4 | -2.9
31 | Cc1ccc(-c2nnc(SCC(=O)O)n2N)cc1 | 1.0 | -0.9 | -0.3 | 3.6 | -0.6 | 1.3 | 0.2 | 2.1 | -0.8 | -0.8
32 | O=C(c1ccco1)N1CCCC(c2nc3c(nnn3Cc3c(Cl)cccc3Cl)c(=O)[nH]2)C1 (stereo unspecified) | 4.2 | -9.1 | -8.7 | 1.2 | -0.3 | -7.6 | -10.2 | 6.5 | -13.6 | -5.3
33 | COc1ccc(-c2c(NC(=O)c3ccco3)n(-c3ccc(C)cc3)nc(C)c2=O)cc1 | 1.6 | 9.6 | . | -3.7 | -0.4 | 5.1 | 3.7 | -1.6 | 1.3 | 1.8
34 | Cn1ncc(C#N)c1/N=C/N1CCCC1 | -2.2 | 5.7 | 3.5 | -0.9 | 1.1 | -2.2 | -5.8 | 2.2 | -2.6 | 7.1
35 | Nc1nc(CN2CCN(c3ccccc3)CC2)nc(Nc2ccc(Cl)cc2)n1 | 6.5 | 8.9 | -7.1 | 2.0 | -2.5 | 1.1 | -3.4 | -2.7 | 3.6 | -1.8
36 | Nc1nc(C23CC4CC(CC(C4)C2)C3)cs1 | -5.7 | -7.3 | 5.7 | 4.2 | 1.0 | 2.6 | 10.7 | -2.9 | -1.7 | 0.5
37 | CC(C)CCNc1nc(N)c([N+](=O)[O-])c(N2CCCCCC2)n1 | -2.0 | -0.7 | -23.2 | 2.8 | -1.7 | 0.2 | 1.5 | -2.5 | 0.0 | 0.2
38 | CCN(CC(=O)Nc1ccccc1OC)C(=O)CC1CC2CCC1C2 (stereo unspecified) | -1.1 | -8.0 | 0.1 | 0.7 | -1.1 | 0.0 | 9.3 | 0.3 | -4.5 | 3.1
39 | CSc1ccccc1NC(=O)CSCc1nc2sc(C)c(C)c2c(=O)[nH]1 | -0.9 | -7.4 | -6.5 | 6.9 | 0.8 | -1.8 | 4.5 | 3.4 | 0.7 | -0.9
40 | CCc1c(O)nc(SCC(=O)Nc2nc3ccccc3s2)n(-c2ccc(C)cc2)c1=O | 2.7 | -7.3 | 9.9 | -4.9 | -0.8 | 3.2 | -13.0 | 0.1 | 4.5 | 5.4
41 | COc1ccc(NC(=O)CSc2ccc(-c3cccs3)nn2)c(OC)c1 | 5.2 | -0.3 | -4.3 | -6.3 | 0.6 | -1.0 | -14.5 | -3.2 | -1.3 | 9.8
42 | COc1cccc(OC)c1C(=O)NC(=S)Nc1ccc2c(c1)Cc1ccccc1-2 | 0.2 | 4.7 | 4.2 | 0.7 | -0.1 | -1.1 | -8.4 | 4.2 | -3.5 | 2.8
43 | CC1(C)CC(=O)N(c2cc(Cl)ccc2Cl)C(=O)C1 | -2.3 | 5.3 | 1.7 | -0.8 | -1.2 | -0.6 | 0.4 | 0.2 | 0.2 | 0.5
44 | CCN(CC)C(=O)CSc1nc2ccccc2c(=O)n1OC | 3.2 | 5.2 | -4.8 | -1.4 | 4.1 | -3.2 | -6.0 | -1.3 | 5.3 | -1.1
45 | O=C(CSc1nnc(Nc2ccccc2)s1)NN1C(=O)NC2(CCCCC2)C1=O | 4.4 | 1.3 | 3.1 | -2.5 | -3.1 | -0.3 | -1.6 | 0.0 | 9.4 | 4.7
46 | COc1ccc(F)cc1S(=O)(=O)N1CCC2(CC1)OCCN2S(=O)(=O)c1ccccc1 | -2.3 | -3.3 | -1.7 | 4.7 | 0.9 | -7.1 | 1.3 | -0.9 | -6.8 | -3.7
47 | Nc1ccc(/C=C/C(=O)c2ccco2)cc1 | -0.9 | -2.7 | -3.7 | -1.2 | -4.0 | -25.1 | 7.2 | -3.5 | -1.9 | -2.6
48 | COc1cc2nc(CN(C)Cc3nc4ccccc4c(=O)[nH]3)[nH]c(=O)c2cc1OC | 5.3 | -4.5 | 12.0 | -3.7 | -1.2 | 1.5 | -15.3 | 5.6 | -5.1 | -4.8
49 | COc1ccc(CC2(CO)CCN(Cc3cnn(-c4ccccc4OC)c3)CC2)cc1 | -0.4 | -4.7 | 4.2 | -0.1 | 2.5 | 1.7 | -3.3 | -8.0 | 2.1 | -5.9
50 | COC(=O)c1cc(NC(=O)CN(c2ccc(OC)cc2)S(=O)(=O)c2ccc(F)cc2)ccc1Cl | -2.4 | 4.0 | -56.5 | 2.1 | -0.7 | -115.1 | 2.5 | 8.5 | -84.1 | 1.6

Screens: PubChem, several laboratories
